Rin1-Abl PPI inh – human Rin1-Abl interaction inhibition | TR-FRET Rin1/Abl binding, biochemical | AID 588664 | inhibition, % at 7.35 µM | P00519+Q13671 | 0.4% of 360,000 active; in the data active means inhibition above about 5%, passing the limit was not always enough
Target sequence (P00519 whole entry, looked up): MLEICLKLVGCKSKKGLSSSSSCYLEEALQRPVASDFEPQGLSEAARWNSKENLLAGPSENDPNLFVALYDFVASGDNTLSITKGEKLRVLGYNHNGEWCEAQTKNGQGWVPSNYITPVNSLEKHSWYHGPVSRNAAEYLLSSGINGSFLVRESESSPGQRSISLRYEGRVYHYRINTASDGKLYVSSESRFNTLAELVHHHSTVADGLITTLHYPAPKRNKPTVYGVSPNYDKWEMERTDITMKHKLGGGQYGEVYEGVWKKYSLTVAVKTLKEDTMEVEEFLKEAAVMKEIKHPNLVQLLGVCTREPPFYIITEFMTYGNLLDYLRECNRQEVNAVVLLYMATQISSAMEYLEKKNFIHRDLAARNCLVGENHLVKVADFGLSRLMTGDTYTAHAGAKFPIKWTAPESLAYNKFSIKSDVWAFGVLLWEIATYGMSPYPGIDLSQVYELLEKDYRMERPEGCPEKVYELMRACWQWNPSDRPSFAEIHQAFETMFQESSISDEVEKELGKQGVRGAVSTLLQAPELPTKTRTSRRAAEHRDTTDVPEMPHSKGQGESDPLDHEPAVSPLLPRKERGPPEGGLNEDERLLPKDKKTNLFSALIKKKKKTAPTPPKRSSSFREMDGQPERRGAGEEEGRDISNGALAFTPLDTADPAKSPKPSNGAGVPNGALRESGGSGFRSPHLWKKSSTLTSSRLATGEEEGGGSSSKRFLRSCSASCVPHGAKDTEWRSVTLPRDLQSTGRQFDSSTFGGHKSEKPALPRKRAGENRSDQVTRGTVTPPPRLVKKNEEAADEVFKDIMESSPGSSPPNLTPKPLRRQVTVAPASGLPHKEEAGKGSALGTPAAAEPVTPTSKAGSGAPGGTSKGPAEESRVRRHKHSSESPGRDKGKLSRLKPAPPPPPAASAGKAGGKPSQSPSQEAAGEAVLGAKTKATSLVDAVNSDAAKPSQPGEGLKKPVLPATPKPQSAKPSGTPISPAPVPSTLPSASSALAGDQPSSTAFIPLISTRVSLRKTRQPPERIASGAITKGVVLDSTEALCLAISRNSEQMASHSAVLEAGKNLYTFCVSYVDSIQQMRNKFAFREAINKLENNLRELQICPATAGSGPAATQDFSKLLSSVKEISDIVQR
Target sequence (Q13671 whole entry, looked up): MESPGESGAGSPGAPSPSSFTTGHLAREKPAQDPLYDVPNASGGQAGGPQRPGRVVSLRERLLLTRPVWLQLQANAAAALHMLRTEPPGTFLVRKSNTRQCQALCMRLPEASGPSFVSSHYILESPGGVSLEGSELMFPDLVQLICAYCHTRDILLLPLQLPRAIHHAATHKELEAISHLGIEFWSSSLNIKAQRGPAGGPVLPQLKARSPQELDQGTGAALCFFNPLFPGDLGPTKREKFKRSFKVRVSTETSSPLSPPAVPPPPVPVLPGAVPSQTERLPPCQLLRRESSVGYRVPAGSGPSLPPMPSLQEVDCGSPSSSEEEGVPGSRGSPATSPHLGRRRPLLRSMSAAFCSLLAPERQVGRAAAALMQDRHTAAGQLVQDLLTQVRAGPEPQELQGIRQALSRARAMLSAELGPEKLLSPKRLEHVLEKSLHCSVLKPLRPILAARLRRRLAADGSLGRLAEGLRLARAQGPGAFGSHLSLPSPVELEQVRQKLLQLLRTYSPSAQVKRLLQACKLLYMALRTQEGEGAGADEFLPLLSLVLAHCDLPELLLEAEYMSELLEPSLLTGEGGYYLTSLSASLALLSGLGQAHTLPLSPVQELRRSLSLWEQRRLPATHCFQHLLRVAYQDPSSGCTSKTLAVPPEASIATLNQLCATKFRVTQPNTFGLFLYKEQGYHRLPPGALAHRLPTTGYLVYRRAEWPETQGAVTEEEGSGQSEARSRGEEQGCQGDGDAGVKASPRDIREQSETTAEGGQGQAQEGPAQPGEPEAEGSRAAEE
MT1-MMP act inh – blocks activation of human MT1-MMP; 0.061% of 360,000 active; GFP/RFP ratio change, % at 20 µM; HT1080 RFP-PRO-GFP cells, GFP/RFP ratio fluorescence, overnight; percent of plate control window, DMSO zero; P50281;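 active means GFP/RFP ratio change of at least 30% with cell ATP level not reduced by more than half and red fluorescence within 50% of control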; further: strong numbers were not always called active
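Material: RFP-PRO-GFP reporter HT1080 cells. Dosing: single-point 20 µM compound, 1% DMSO. Controls: DMSO and RFP-L50D-GFP cell wells. Timing: cells overnight before dosing, compound overnight, 37 °C, 5% CO2. Measure: GFP/RFP fluorescence ratio.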
E coli Lon inh – inhibitors of E. coli Lon protease. purified E. coli Lon protease, fluorescence polarization. P0A9M0. AID 602123. 0.42% of 360,000 active. inhibition, % at 7.94 µM; in the data active means inhibition above about 13%, passing the limit was not always enough;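 further: 0% = enzyme with probe and DMSO and 100% = no enzyme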
FAS TE block – inhibitors of human fatty acid synthase thioesterase domain; recombinant FAS-TE, OMFH fluorogenic substrate, fluorescence endpoint; inhibition, % at 15 µM; 0.67% of 360,000 active;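 active means compounds whose normalised, plate-corrected inhibition of enzyme fluorescence in the single-dose primary screen is 50% or more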;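 further: 0% = DMSO with enzyme and 100% = substrate without enzyme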
Neddyl block – inhibitors of human cullin neddylation; 0.58% of 360,000 active; AID 651699; P61081+Q13564; TR-FRET cullin neddylation, biochemical; calls only at 25 µM; in the data active means inhibition above about 36%
CendR NRP1 mod – alters CendR peptide binding to human NRP-1. FAM-RPARPAR peptide binding to NRP-1, fluorescence polarization. inhibition, % at 25 µM. 0.85% of 360,000 active;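 active means inhibition or corrected inhibition above about 18%, plus a signal ratio from 0.5 to 1.5, limit read from the data, passing the limit was not always enough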; further: strong numbers were not always called active
bovine MsrA act – bovine methionine sulfoxide reductase A activation; purified bovine MsrA, absorbance read-out; activation, % at 10.6 µM; 0.3% of 360,000 active; in the data active means activation above about 7.5%;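 further: 0% = vehicle and 100% = reference activator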
SKN-1 block – blocks SKN-1 activity in C. elegans; C. elegans VP596 Pgst-4::GFP/RFP ratio, acrylamide-induced, 24 h; inhibition, % at 21.8 µM; 0.49% of 360,000 active;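 active means interference check ratio from 0.5 to 1.5 plus GFP to RFP signal ratio inhibition reaching or exceeding a fixed threshold, cut at about 30% in these data, passing the limit was not always enough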; further: some compounds called inactive have numbers as strong as hits
MsrA inh – inhibitors of bovine MsrA | AID 651718 | purified bovine MsrA, absorbance read-out | inhibition, % at 15.5 µM | 0.75% of 360,000 active; in the data active means inhibition above about 4.5%;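 further: 0% = vehicle wells with enzyme and 100% = reference inhibitor wells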
Numbers without * were called inactive; i = inactive; / = no result given.

1	Cc1ccc(CNC(=O)C2CCC(=O)N(CCc3ccc(Cl)cc3)C2)cc1 (centres undefined)
2	Cc1ccc(C(=O)Nc2ccc(S(=O)(=O)N3CCCC3)cc2)cc1
3	COc1cccc2c1C(=N)c1c(O)c3c(c(O)c1C2=O)CC(O)(C(C)=O)CC3OC1CC(N)C(O)C(C)O1 (centres undefined)
4	COc1ccc(C(=O)/C(=C/O)N=Nc2ccc(F)cc2)cc1
5	CCC(=O)c1ccc(OCc2ccc(C(=O)OC)cc2)c(OC)c1

Assay by compound,1,2,3,4,5
Rin1-Abl PPI inh,2,-1,-18,-1,2
MT1-MMP act inh,-1,0,70,/,7
E coli Lon inh,-17,6,39,8,5
FAS TE block,-2,3,-4,13,15
Neddyl block,i,i,i,i,i
CendR NRP1 mod,8,-7,10,-6,-15
bovine MsrA act,-2,-1,-2,-3,-3
SKN-1 block,4,7,84,5,-4
MsrA inh,1.4,0.8,/,0.2,-0.1

6	COc1ccc(CCC(=O)NNC(=O)c2ccccn2)cc1OC
7	O=C(c1ccccc1)N1CCC(=O)N1c1ccccc1
8	Cc1ccc(CCNC(=O)c2ccc(CS(=O)(=O)c3ccccc3C)o2)cc1
9	O=C1c2ccccc2CCC12OC2c1ccncc1 (centres undefined)
10	Cc1cc(C)c(C#N)c(SC(C(=O)NC(C)(C)C)c2ccccc2)n1 (centres undefined)

Assay by compound,6,7,8,9,10
Rin1-Abl PPI inh,4,0,1,-3,2
MT1-MMP act inh,-1,0,-1,-2,-3
E coli Lon inh,-6,8,0,-2,9
FAS TE block,-6,-9,4,-8,23
Neddyl block,i,i,i,i,i
CendR NRP1 mod,-2,9,9,-2,9
bovine MsrA act,-5,0,-1,-8,-3
SKN-1 block,13,-6,10,-7,-6
MsrA inh,0.7,-0.3,-0.1,0.6,-0.5

11	Nc1[nH]c(C(=O)c2ccccc2)c(-c2ccc(Cl)cc2)c1C(=O)NCc1ccco1
12	O=C(C1CC(=O)N(c2ccc(F)cc2)C1)N1CCN(c2ccc(F)cc2)CC1 (centres undefined)
13	Cn1c(=O)n(C)c2cc3[nH]cnc3cc21
14	COc1ccc(-c2csc(Nc3ccc(S(=O)(=O)Nc4cc(C)on4)cc3)n2)cc1
15	CC1(C)OCC(COC(=O)Nc2cccnc2)([N+](=O)[O-])CO1

Assay by compound,11,12,13,14,15
Rin1-Abl PPI inh,/,-3,3,-3,-3
MT1-MMP act inh,-1,-1,6,3,-4
E coli Lon inh,-8,0,-1,7,9
FAS TE block,-4,-2,-5,15,-2
Neddyl block,i,i,i,i,i
CendR NRP1 mod,-24,-12,5,-18,-5
bovine MsrA act,-10,-12,-1,-6,-3
SKN-1 block,9,-21,10,0,3
MsrA inh,-0.5,-1.1,0.1,0.9,-0.1

16	CC(C)c1ccc(NC(=O)Cc2c(C(=O)O)n(C)c3ccccc23)cc1
17	O=C(c1ccccc1)c1cnc(Nc2ccccc2Cl)s1
18	Cc1ccc(NC(=O)CCNC(=O)c2ccc([N+](=O)[O-])cc2)cc1S(=O)(=O)N(C)C
19	N=C1SCC(=O)N1/N=C/c1ccccc1
20	Cc1ccc(-c2ccc(/C=N/N3C(=O)C4C5C=CC(CC5)C4C3=O)o2)c([N+](=O)[O-])c1 (centres undefined)

Assay by compound,16,17,18,19,20
Rin1-Abl PPI inh,2,-8,1,1,1
MT1-MMP act inh,-3,-3,9,-9,4
E coli Lon inh,9,8,-12,6,17
FAS TE block,-3,18,12,-2,14
Neddyl block,i,i,i,i,i
CendR NRP1 mod,0,-5,39*,-3,6
bovine MsrA act,-1,-7,-9,-3,-10
SKN-1 block,4,8,-21,-10,9
MsrA inh,-0.6,/,1.3,2.5,2.2

Part of the list above in order of SMILES length, smallest number first.
19	N=C1SCC(=O)N1/N=C/c1ccccc1
15	CC1(C)OCC(COC(=O)Nc2cccnc2)([N+](=O)[O-])CO1
18	Cc1ccc(NC(=O)CCNC(=O)c2ccc([N+](=O)[O-])cc2)cc1S(=O)(=O)N(C)C

Assay by compound,19,15,18
Rin1-Abl PPI inh,1,-3,1
MT1-MMP act inh,-9,-4,9
E coli Lon inh,6,9,-12
FAS TE block,-2,-2,12
Neddyl block,i,i,i
CendR NRP1 mod,-3,-5,39*
bovine MsrA act,-3,-3,-9
SKN-1 block,-10,3,-21
MsrA inh,2.5,-0.1,1.3

New compounds follow.
21	CCN(C(=O)COC(=O)c1oc2ccccc2c1C)c1c(N)n(Cc2ccccc2)c(=O)[nH]c1=O
22	S=c1[nH]nc(-c2ccccn2)n1/N=C/c1ccc(Cl)cc1
23	COCCCNC(=S)N1CCN(c2nc(-c3ccc(Cl)cc3)cs2)CC1
24	COc1cc(NC(=O)c2ccc3c(c2)C(=O)N(CCC(C)C)C3=O)c(C(=O)O)cc1OC
25	O=C1NCCN(Cc2ccc(Cl)c(F)c2)C1CC(=O)N1CCCO1 (centres undefined)

Assay by compound,21,22,23,24,25
Rin1-Abl PPI inh,4,-1,-1,-1,-1
MT1-MMP act inh,-1,0,-6,3,-1
E coli Lon inh,7,18*,-6,-3,-9
FAS TE block,2,-3,23,8,1
Neddyl block,i,i,i,i,i
CendR NRP1 mod,-6,-11,-4,-19,8
bovine MsrA act,-7,-2,-2,-3,-2
SKN-1 block,0,-5,16,0,6
MsrA inh,0.1,0.5,-0.4,-2.2,-0.4

26	O=C(CNC(=O)c1ccc(Br)o1)NNC(=O)c1n[nH]c(=O)c2ccccc12
27	CCCCNC(=O)C1CC(c2ccccc2[N+](=O)[O-])=NO1 (centres undefined)
28	CCOC(=O)c1csc(NC(=O)c2ccc(S(=O)(=O)N3CCCC3)cc2)n1
29	O=C(c1cccs1)c1coc2ccc(O)cc12
30	CCC1=NN(C(=O)Cc2ccc(OC)c(OC)c2)C(O)(C(F)(F)F)C1 (centres undefined)

Assay by compound,26,27,28,29,30
Rin1-Abl PPI inh,0,-1,0,0,1
MT1-MMP act inh,4,2,-6,-3,1
E coli Lon inh,4,0,2,-4,-3
FAS TE block,-11,-14,-9,-4,-10
Neddyl block,i,i,/,i,i
CendR NRP1 mod,-10,0,10,-3,-3
bovine MsrA act,-3,-2,-10,-3,-2
SKN-1 block,-4,0,1,-11,7
MsrA inh,0.3,-0.3,0.9,0.0,0.3

31	Cc1ccc(S(=O)(=O)CCNC(=O)Cc2ccccc2)cc1
32	COC(=O)c1sc2nc(CSc3ccc(Br)cc3)[nH]c(=O)c2c1C
33	CC(C)[C@H](NC(=O)OC(C)(C)C)c1nnc(SCc2cccc(F)c2)o1
34	N#C/C(=C\c1cc(O)c(O)c(O)c1)C(N)=O
35	COc1ccc(NC(=O)NCCN2CCN(c3cccc(Cl)c3)CC2)cc1

Assay by compound,31,32,33,34,35
Rin1-Abl PPI inh,7,0,2,49*,1
MT1-MMP act inh,-1,-20,-3,-5,-9
E coli Lon inh,-17,-14,-5,-18,-2
FAS TE block,-4,-4,7,-4,0
Neddyl block,i,i,i,i,i
CendR NRP1 mod,13,-28,6,-15,8
bovine MsrA act,-4,0,-1,-4,-1
SKN-1 block,-2,-4,-5,9,12
MsrA inh,-0.6,0.4,-0.2,2.2,-0.7

36	COc1ccccc1OCc1ccc(C(=O)Nc2cc(OC)c(OC)c(OC)c2)o1
37	Cc1cc(NC(=O)CSc2nc(-c3ccc(F)cc3)cs2)no1
38	COc1ccccc1-c1ccc(=O)n(CC(=O)Nc2ccc(C(=O)N3CCCC3)cc2)n1
39	Cc1ccc(Nc2nc(N)nc(CCl)n2)cc1
40	CC(=O)Nc1sc(C)c(C)c1C(=O)OCC(=O)Nc1cccc(C)c1

Assay by compound,36,37,38,39,40
Rin1-Abl PPI inh,1,-1,4,-1,-1
MT1-MMP act inh,6,3,1,-5,3
E coli Lon inh,-6,-1,-1,1,3
FAS TE block,1,0,-6,-6,-2
Neddyl block,i,i,i,i,i
CendR NRP1 mod,0,-3,6,-2,-17
bovine MsrA act,-1,-3,-9,-4,0
SKN-1 block,-5,15,-7,-1,9
MsrA inh,-1.3,-0.9,0.1,-0.8,0.6

41	O=C(Nc1ccc(Cl)c(-c2nc3ccccc3[nH]2)c1)c1cccnc1
42	CC(C)(C)N(Cc1ccccc1)C(=O)COC(=O)CCc1c[nH]c2ccccc12
43	COc1cc(OC)cc(C(=O)Nc2nc3ccc(S(C)(=O)=O)cc3s2)c1
44	O=C(Nc1ccccc1N1CCCC1)c1ccc([N+](=O)[O-])cc1Cl
45	CC(=O)Oc1ccccc1C(=O)Nc1ccccc1C(=O)N1CCCC1

Assay by compound,41,42,43,44,45
Rin1-Abl PPI inh,2,-2,-4,-4,1
MT1-MMP act inh,-6,3,2,3,3
E coli Lon inh,5,2,-7,-2,16
FAS TE block,0,16,-4,14,-8
Neddyl block,i,i,i,i,i
CendR NRP1 mod,-31,-1,5,6,4
bovine MsrA act,-8,-1,-2,0,-8
SKN-1 block,10,11,2,2,-21
MsrA inh,0.9,-0.4,0.6,1.0,-0.8

Entries by screen from above.
Entries 29–35 in Rin1-Abl PPI inh, in turn: 0, 1, 7, 0, 2, 49*, 1
Entries 29–35 in MsrA inh, in turn: 0.0, 0.3, -0.6, 0.4, -0.2, 2.2, -0.7

Remaining list, next part
46	O=S(=O)(NCCC1CC1(Cl)Cl)c1ccc(Cl)cc1 (centres undefined)
47	CCn1c(=O)c(C(=O)NCCc2ccccc2)c(O)c2ccccc21
48	CCC(=O)N1CCc2cc(S(=O)(=O)CCC(=O)NCc3ccccc3OC)ccc21
49	O=S(=O)(c1ccc(Cl)cc1)N1CCN(Cc2ccc(O)c3ncccc23)CC1
50	COc1ccc(N2CCN(C(=O)NCc3ccc(OC)c(OC)c3)CC2)cc1

Assay by compound,46,47,48,49,50
Rin1-Abl PPI inh,0,-4,3,-4,-1
MT1-MMP act inh,2,0,-1,2,5
E coli Lon inh,-4,-2,-1,-3,0
FAS TE block,16,15,-5,10,-5
Neddyl block,i,i,i,i,i
CendR NRP1 mod,0,13,-1,1,6
bovine MsrA act,-4,0,-3,-1,-7
SKN-1 block,15,6,26,-2,15
MsrA inh,0.0,0.1,-1.1,0.0,-0.8

51	COc1ccc2cc3cc(C(=O)N(C)C4CCCCC4)oc3nc2c1
52	Cc1cc(C)c2ccc(Cl)cc2n1
53	COC(=O)C(C#N)C(c1cccnc1)c1c(C)[nH][nH]c1=O (centres undefined)
54	CN1/C(=C\C=C2\N=C(c3ccc(F)cc3)OC2=O)C(C)(C)c2ccccc21
55	O=C(Cc1ccccc1)NCc1ccc(-n2cccc2)cc1
56	O=C(O)CCCCCn1c(SCC(=O)Nc2ccc(F)cc2)nc2ccsc2c1=O

Assay by compound,51,52,53,54,55,56
Rin1-Abl PPI inh,-1,-3,0,2,5,3
MT1-MMP act inh,9,11,19,12,-3,4
E coli Lon inh,-3,-5,-8,-231,-9,-7
FAS TE block,27,-4,-8,-75,-6,-3
Neddyl block,i,i,i,i,i,i
CendR NRP1 mod,-5,7,1,9,1,1
bovine MsrA act,-1,-2,1,-2,-3,-6
SKN-1 block,-6,-7,0,52,11,0
MsrA inh,/,-0.8,-0.1,0.3,-0.1,-0.3

Screening data from PubChem BioAssay.

Not a hit list; about 4.2% have a hit in one of these screens.
